# GAA glycogen mod – GAA glycogen-cleavage inhibition or activation; Potency, µM (highest dose often 76.4 µM), inactives show at the top dose activity change, negative = inhibition, most hits filed as inhibitors; recombinant GAA, glycogen substrate, Amplex Red glucose oxidase fluorescence; P10253; AID 2100; 0.38% of 300,000 active;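 also: 0% = full enzyme reaction and -100% = no-enzyme basal signal; the screen sought inhibitors and activators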
#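 Recombinant human alpha-glucosidase (4 nM final) hydrolysed bovine liver glycogen (30 ug) for 40 min at 37 C in pH 5.0 citrate/phosphate with 0.01% Tween-20. Released glucose detected by glucose oxidase/Amplex Red, Ex 573/Em 610 nm. Compounds up to 77 uM; AC50 from Hill fits.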
# HTT ATP protect – Huntington cell model cytoprotection by ATP luminescence; PC12 HTT-Q103 induced, cytoprotection, ATP luminescence, 40 h; Potency, µM (highest dose often 56.4 µM), inactives show cytoprotection (ATP increase), most hits filed as activators; 0.14% of 230,000 active;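 also: % of control where 0% means no effect; nearly all actives have a fitted effect of over 45% in size; toxic huntingtin expression switched on by the ecdysone agonist tebufenozide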
#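 Quantitative HTS on tebufenozide-induced (100 nM) PC12 cells expressing HTTQ103 exon 1–GFP; compounds tested as a concentration series; survival measured via cellular ATP.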
# GAA spleen mod – inhibits or activates alpha-glucosidase in human spleen homogenate. P10253. human spleen homogenate, 4-MU-alpha-glucoside fluorescence. Potency, µM (highest dose often 79.9 µM), for inactives: at the top dose activity change, negative = inhibition, most hits filed as inhibitors. 0.006% of 240,000 active;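 also: 0% = enzyme with vehicle and -100% = no enzyme basal signal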
#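 Compounds were titrated against alpha-glucosidase in spleen homogenate at pH 5.0, with 1 mM 4-methylumbelliferyl substrate for 40 min at 37 C. Reactions were quenched with pH 10 NaOH/glycine and fluorescence measured.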
# aGal spleen mod – inhibitors or activators of human alpha-galactosidase in spleen homogenate. human spleen homogenate, 4MU-alpha-Gal fluorescence, 40 min. Potency, µM (titrated, usually from 80 µM), inactives show top-dose activity change, negative = inhibition, actives largely listed as inhibitors. 0.008% of 240,000 active. AID 2107;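 also: 0% = enzyme with vehicle and -100% = no enzyme basal signal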
# Target sequence (P06280 32-429 limits assumed): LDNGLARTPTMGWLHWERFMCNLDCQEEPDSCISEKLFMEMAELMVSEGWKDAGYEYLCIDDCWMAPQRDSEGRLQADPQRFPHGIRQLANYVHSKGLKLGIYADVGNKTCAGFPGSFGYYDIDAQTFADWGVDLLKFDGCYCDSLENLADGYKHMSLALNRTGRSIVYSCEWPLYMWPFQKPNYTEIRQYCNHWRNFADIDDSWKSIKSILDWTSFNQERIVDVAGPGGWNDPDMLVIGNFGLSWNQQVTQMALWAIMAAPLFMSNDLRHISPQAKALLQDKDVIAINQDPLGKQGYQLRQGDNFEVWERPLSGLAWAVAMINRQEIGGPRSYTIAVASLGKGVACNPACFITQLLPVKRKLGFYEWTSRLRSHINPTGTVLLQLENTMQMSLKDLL
#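 Human spleen homogenate (1 ug) was the enzyme source, with 4-methylumbelliferyl-alpha-D-galactopyranoside (1 mM final) in pH 5.0 citrate buffer with 0.01% Tween-20. Compounds were titrated; after 40 min at 37C, NaOH/glycine stop, 4-MU fluorescence read; AC50 from Hill fits.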
# Tau ThT inhib – tau fibrillization inhibition (ThT binding); P10636; recombinant tau K18 P301L, heparin-induced fibrillization, ThT fluorescence; Potency, µM (doses to about 57.4 µM), inactives show at the top dose activity, negative = inhibition, hits mostly inhibitors; 2.1% of 270,000 active; AID 1460; also: % is scaled to controls: 0 for no effect and ±100 for the full control effect; nearly all actives have a fitted effect of over 55% in size
# Target sequence (P10636 561-689 P618L limits assumed): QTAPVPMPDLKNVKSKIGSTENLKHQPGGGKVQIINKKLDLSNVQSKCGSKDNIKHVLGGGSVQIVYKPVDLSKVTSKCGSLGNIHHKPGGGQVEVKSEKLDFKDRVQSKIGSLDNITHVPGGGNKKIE
#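 Fibril formation assay: tau K18 P301L at 15 uM with trace Alexa 594 label, heparin inducer 20 uM, pH 7 sodium acetate buffer, 37 C for 6 hr; endpoint ThT signal.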
# GAA inhib – blocks human lysosomal alpha-glucosidase. AID 1466. 0.005% of 200,000 active. purified human GAA, 4-MU-alpha-glucoside fluorescence. Potency, µM (doses to about 76.9 µM), inactives show at the top dose activity change, negative = inhibition, most hits filed as inhibitors. P10253;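 also: plate controls were uninhibited enzyme wells for no effect and no-enzyme background for full effect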
#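 Fluorogenic assay: 4 nM human alpha-glucosidase with 400 uM 4-methylumbelliferyl-alpha-D-pyranoside in 50 mM citrate/phosphate, 0.005% Tween-20, pH 5.0, 20 min at room temperature. Compounds tested up to 77 uM; AC50 from Hill fits.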
# Tau fluor cs – counter-screen for tau fibril formation inhibitors; tau K18 P301L (four-repeat tau fragment) Alexa594 fluorescence, heparin fibrillization; 0.93% of 280,000 active; Potency, µM (titrated, usually from 57.7 µM), without a hit: top-dose activity change, negative = decrease; AID 1463; also: % is scaled to controls: 0 for no effect and ±100 for the full control effect; nearly all actives have a fitted effect of over 55% in size
#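 Human K18 P301L tau (15 uM unlabeled plus 0.24 uM Alexa 594-labeled, final) in 100 mM sodium acetate pH 7 was mixed with compound and 20 uM heparin and incubated 6 hr at 37 C.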
# Tau fibril FP – inhibitors of human tau fibril formation. 0.39% of 280,000 active. K18 P301L tau heparin fibrillization, Alexa594 FP, 6 h. P10636. Potency, µM (doses to about 57.7 µM), inactives show at the highest dose activity, negative = inhibition, usual class: inhibitors. AID 1468; also: % is scaled to controls: 0 for no effect and ±100 for the full control effect; nearly all actives have a fitted effect of over 55% in size
#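 FP of Alexa 594-tau after heparin (20 uM) induction. Substrate: human K18 P301L, 15 uM unlabeled, 0.24 uM labeled. Buffer 100 mM sodium acetate pH 7. 6 hr, 37 C.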
# An asterisk follows results filed as active; ? = inconclusive; · = no result given; & = joins results of further samples; [ ] = remark or other dose. Calls follow the shape of the dose curve; as a rule, active = well fitted curve in the direction sought with a large enough effect; inconclusive = small, poorly fitted or top-dose-only effect, or another doubt; inactive = no such curve, though single readings can be large; an effect the other way counts as inactive or inconclusive. Potency is read from the fitted curve at half-maximal effect.
no.	smiles	HTT ATP protect	Tau fibril FP	Tau ThT inhib	GAA glycogen mod
1	O=C(NCc1ccco1)c1ccc(Cn2c(SCc3ccccc3F)nc3cccnc32)cc1	·	6%	-11%	11%[76.3 µM]
2	CC(=O)Nc1sc2c(c1C(c1ccccc1)N1CCOCC1)CCCC2 (stereo unspecified)	-31%	12%	-21%	-24%
3	COC(=O)CNC(=O)c1ccc(C)s1	-17%	-5%	-1%	0%
4	CN(C)c1cc(-c2ccc([N+](=O)[O-])cc2)oc(=O)c1Cl	2%[10 µM]	?	-18%	9%
5	CCO[C@@H]1OC(C(=O)O)=C[C@H](c2coc3ccccc3c2=O)[C@H]1CCCO	8%[10 µM]	1%	7%	-6%
6	O=C(c1cccc(N2CCCC2=O)c1)N1CCOCC1	-11%	-5%	-3%	-2%
7	Cc1c(C(=O)OC(C)C)nnn1-c1nonc1N	2%[1.9 µM]	-10%	-4%	0%
8	Cc1cccc(C)c1NC(=O)C(Cl)=C(Cl)Cl	-5%	2%	0%	15%

no.	Tau fluor cs	GAA spleen mod	GAA inhib	aGal spleen mod
1	-25%	·	·	·
2	-11%	-10%	-11%	-1%
3	0%	0%	-11%	8%
4	-10%	10%	·	20%
5	8%	-2%	·	4%
6	2%	-6%	0%	-4%
7	-7%	-8%	1%	-1%
8	5%	2%	10%	0%

no.	smiles	HTT ATP protect	Tau fibril FP	Tau ThT inhib	GAA glycogen mod
9	O=C(NCc1ccccc1)c1ccc(Br)cc1Br	-52%[inhibitor][10 µM]	3%	-13%	8%
10	CC1=CC(=O)C=CC1(C)C(Cl)Cl (stereo unspecified)	-16%	-1%	-1%	5%
11	Cc1ccc(C(C)C)cc1NC(=O)Nc1ccc([N+](=O)[O-])cc1	9%[10 µM]	32µM*	?	-6%
12	Cc1cc(C)cc(OCC(=O)N/N=C/c2ccc([N+](=O)[O-])o2)c1	-80%[inhibitor]	14%	?	-2%
13	Nc1nc2ccccc2[nH]1	11%	·	·	5%
14	COc1ccc(NC(=O)c2ccc(NC(=O)CCS(=O)(=O)c3cccs3)cc2)cc1OC	·	5%	?	-17%[76.3 µM]
15	NC(=O)c1ccccc1NC(=S)NC(=O)c1ccc(Br)o1	22%[10 µM]	-6%	-12%	5%
16	CCN(CC)C(=O)CSc1nnc2ccc3ccccc3n12	·	10%	4%	3%[76.3 µM]

no.	Tau fluor cs	GAA spleen mod	GAA inhib	aGal spleen mod
9	-12%	-8%	6%	-8%
10	-5%	4%	4%	-2%
11	7.9µM*[quencher]	-7%	·	-5%
12	-23%	2%	-2%	22%
13	·	1%	·	9%
14	?	·	·	·
15	1%	0%	-27%	-20%
16	3%	·	·	·

no.	smiles	HTT ATP protect	Tau fibril FP	Tau ThT inhib	GAA glycogen mod
17	CCOC(=O)c1sc2ncn(CC(=O)Nc3ccc(F)cc3F)c(=O)c2c1C	·	-4%	6%	-3%[76.3 µM]
18	O=C(c1ccc(S(=O)(=O)N2CCOCC2)cc1)N1CCN(c2ccccc2F)CC1	3%	-6%	8%	-6%
19	Cc1cc(=O)c2c(O)c3c(O)cc(O)c4c5c(O)cc(O)c6c(O)c7c(=O)cc(C)c8c1c2c(c34)c(c65)c78	-96%&-142%[inhibitor]	?	14µM*	·
20	CC1CCCC(n2c(=S)[nH]c3ccccc3c2=O)C1C (stereo unspecified)	-83%[inhibitor]	?	5%	2%
21	Cc1ccc(NS(=O)(=O)c2ccc(NC(=O)C(C)Sc3ccc(Cl)cc3)cc2)c(C)c1 (stereo unspecified)	1%[10 µM]	?	-4%	3%
22	CCCNC(=S)NC1CCCC1	-22%	8%	0%	-10%
23	O=C1c2ccccc2C(Nc2ccc(S(=O)(=O)N3CCOCC3)cc2)N1c1ccccn1 (stereo unspecified)	-16%	-3%	-9%	-3%
24	Cc1ccc(-c2cc(C(=O)Nc3c(C)n(C)n(-c4ccccc4)c3=O)[nH]n2)c(O)c1C	15%[10 µM]	-2%	-14%	-7%

no.	Tau fluor cs	GAA spleen mod	GAA inhib	aGal spleen mod
17	8%	·	·	·
18	2%	6%	-10%	5%
19	4.5µM*[quencher]	-4%&0%	·	-12%&-4%
20	?	-19%	?	-9%
21	?	-8%	-4%	-4%
22	-4%	6%	-11%	5%
23	-14%	-10%	-9%[15.4 µM]	-10%
24	-10%	2%	·	4%

no.	smiles	HTT ATP protect	Tau fibril FP	Tau ThT inhib	GAA glycogen mod
25	COCCN(CCOC)Cc1c(C)[nH]c2ccccc2c1=O	14%[1.9 µM]	-1%	3%	4%
26	COc1ccc(CCNC(=O)C2CCN(S(=O)(=O)c3cnc[nH]3)CC2)cc1OC	2%	4%	8%	5%
27	COc1ccc(NC(=O)Nc2ccc(Br)cn2)cc1	-14%	9%	6%	-16%
28	COc1ccc(Nc2c(-c3ccc(C)o3)nc3ccc(Cl)cn23)cc1	·	4%	-17%	?
29	c1ccc(-c2cc3c(N4CCCCC4)ncnc3s2)cc1	-50%[inhibitor]	4%	-16%	4%
30	Cc1ccc(C)c(N2CCN(C3=C(c4ccccc4)C(=O)c4ccccc43)CC2)c1	·	-4%	?	-6%[76.3 µM]
31	Cc1ccc(COC(=O)CCc2nc3ccccc3c(=O)[nH]2)cc1	·	3%	-3%	5%
32	Cc1cc(C)cc(OCC(=O)N/N=C/c2ccccn2)c1	5%[10 µM]	4%	·	5%

no.	Tau fluor cs	GAA spleen mod	GAA inhib	aGal spleen mod
25	1%	7%	-11%	4%
26	6%	-4%	-1%	0%
27	-2%	-7%	7%	-4%
28	-24%	·	·	·
29	-13%	0%	0%	4%
30	?	·	·	·
31	2%	-4%	3%	0%
32	6%	-2%	·	-10%

# An excerpt from above in order of count of non-hydrogen atoms, rising:
no.	smiles	HTT ATP protect	Tau fibril FP	Tau ThT inhib	GAA glycogen mod
32	Cc1cc(C)cc(OCC(=O)N/N=C/c2ccccn2)c1	5%[10 µM]	4%	·	5%
31	Cc1ccc(COC(=O)CCc2nc3ccccc3c(=O)[nH]2)cc1	·	3%	-3%	5%
28	COc1ccc(Nc2c(-c3ccc(C)o3)nc3ccc(Cl)cn23)cc1	·	4%	-17%	?
26	COc1ccc(CCNC(=O)C2CCN(S(=O)(=O)c3cnc[nH]3)CC2)cc1OC	2%	4%	8%	5%
30	Cc1ccc(C)c(N2CCN(C3=C(c4ccccc4)C(=O)c4ccccc43)CC2)c1	·	-4%	?	-6%[76.3 µM]
24	Cc1ccc(-c2cc(C(=O)Nc3c(C)n(C)n(-c4ccccc4)c3=O)[nH]n2)c(O)c1C	15%[10 µM]	-2%	-14%	-7%

no.	Tau fluor cs	GAA spleen mod	GAA inhib	aGal spleen mod
32	6%	-2%	·	-10%
31	2%	-4%	3%	0%
28	-24%	·	·	·
26	6%	-4%	-1%	0%
30	?	·	·	·
24	-10%	2%	·	4%

# New compounds follow.
no.	smiles	HTT ATP protect	Tau fibril FP	Tau ThT inhib	GAA glycogen mod
33	CCCCCCCC[n+]1cccc(C(=O)N(CC)CC)c1	·	6%	2%	11%
34	CC(C)(C)C(=O)Nc1nc2c(c(=O)[nH]1)CCCC2	25%[10 µM]	-7%	2%	2%
35	O=C(NCCN1CCOCC1)c1ccc(NC(=O)C2COc3ccccc3O2)cc1 (stereo unspecified)	-33%[inhibitor]	?	-9%	1%
36	CCOc1ccccc1NC(=O)CSc1ncc(S(=O)(=O)c2ccc(C)c(C)c2)c(N)n1	·	-11%	-15%	-13%[76.3 µM]
37	CC(Cc1cccs1)NC(=O)Nc1ccc(Cl)cc1 (stereo unspecified)	-13%	-11%	-5%	1%
38	CCOC(=O)CNC(=O)c1ccccc1Br	-21%[0.074 µM]	9%	-3%	-23%
39	CCCC(=O)NC(=S)Nc1cccc(-c2nc3ncccc3o2)c1	-59%	9%	-3%	-2%
40	CSc1ccc(CN2CCN(C(=O)c3ccc([N+](=O)[O-])cc3)CC2)cc1	·	-3%	-11%	23%

no.	Tau fluor cs	GAA spleen mod	GAA inhib	aGal spleen mod
33	0%	-4%	4%	3%
34	10%	1%	-7%	0%
35	-2%	1%	-1%	10%
36	?	·	·	·
37	-29%	-9%	-3%	-1%
38	5%	4%	-8%	1%
39	-9%	-4%	2%	-7%
40	-8%	5%	4%	-2%

no.	smiles	HTT ATP protect	Tau fibril FP	Tau ThT inhib	GAA glycogen mod
41	COc1ccc(Sc2cnn(-c3ccccc3)c(=O)c2Cl)cc1	-3%	-4%	-13%	-1%
42	Cn1c(SCCOc2ccc(Cl)cc2)nnc1-c1ccncc1	-21%	6%	?	2%
43	OC(COCc1cccs1)CN1CCN(c2ccccn2)CC1 (stereo unspecified)	16%[10 µM]	7%	-9%	3%
44	O=C(NCc1ccc2c(c1)OCO2)C1CC(=O)N(C2CCCC2)C1 (stereo unspecified)	1%	3%	2%	2%
45	CSc1ccccc1NC(=O)CN(C)S(=O)(=O)c1ccc(F)cc1	0%	3%	-11%	3%

no.	Tau fluor cs	GAA spleen mod	GAA inhib	aGal spleen mod
41	-10%	-6%	-2%	6%
42	-13%	-14%	-1%	-11%
43	-1%	-3%	0%	-2%
44	2%	-9%	8%	-5%
45	-10%	5%	-15%	2%

# High-throughput results (PubChem BioAssay)
